TGFb SMAD3 inh – blocks TGF-b signaling. Potency, µM (series often up to 46.1 µM), inactives show top-dose activity, negative = inhibition, usual class: inhibitors. HepG2 CAGA-GFP TGF-b/SMAD3 reporter, GFP fluorescence, 18 h; TGF-beta stimulated, 500 pg/mL final. 410,000 compounds, 1.2% hits; also: % is scaled to controls: 0 for no effect and ±100 for the full control effect; nearly all actives have a fitted effect of over 65% in size
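HEPG2 CAGA-GFP reporter cells (1000/well, DMEM with 1% FBS) received compounds, then recombinant TGF-beta at 500 pg/mL final for 18 hours at 37 degrees C. Per-cell GFP summed per well was normalised to unstimulated and stimulated DMSO controls before curve fitting.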
ATXN viability – reduces viability in counter-screen for ATXN expression inhibitors. S2 cells (HEK-293 line with an ATXN2-luciferase reporter) viability, CellTiter-Fluor protease fluorescence, 24 h. Potency, µM (highest dose often 56.7 µM), actives largely listed as cytotoxic. 400,000 compounds, 0.49% hits. AID 651635; also: nearly all actives have a fitted effect of over 40% in size
A549 tox – A549 cytotoxicity, counter-screen for Nrf2 inhibitors. A549 ARE-Fluc cells, CellTiter-Fluor viability, 18-24 h. Potency, µM (doses to about 46 µM), without a hit: at the highest dose activity change, negative = cytotoxicity, hits mostly inhibitors. 390,000 compounds, 0.16% hits. AID 504648; also: % is scaled to controls: 0 for no effect and ±100 for the full control effect
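Cytotoxicity counterscreen: CellTiter-Fluor fluorescence was measured in A549 ARE_Fluc cells after 18-24 h of compound exposure in a concentration series. The subsequent BugLite luminescent read reports ARE-luciferase activity.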
Nrf2 activator – Nrf2 pathway activation; AID 624171; Potency, µM (titrated, usually from 46.1 µM), for the others: top-dose activation, actives largely listed as activators; 410,000 compounds, 0.31% hits; AREc32 ARE-luciferase reporter (MCF7-derived line), luminescence, 24 h; also: % of control where 0% means no effect; nearly all actives have a fitted effect of over 65% in size
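For detection, Steady-Glo was added and plates sat 30 min at RT; before that, AREc32_Fluc cells grown overnight in OPTI-MEM/5% FBS had been treated with 23 nL compound for 24 hr at 37 deg C.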
HepG2 viability – HepG2 cytotoxicity, counter-screen for TGF-b inhibitors | Potency, µM (titrated, usually from 46.1 µM), for the others: at the highest dose activity change, negative = cytotoxicity, hits mostly cytotoxic | 410,000 compounds, 0.76% hits | HepG2 CAGA-GFP viability, ATP luminescence, 18 h; also: some results filed as inactive show a strong effect at the top dose
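CellTiter-Glo luminescence gave cytotoxicity after 18 hours at 37 degrees C. The cells were HepG2 CAGA-GFP in 1% FBS DMEM, stimulated with 500 pg/mL TGF-beta after compound addition. %Activity was normalised to no-cell wells (complete cell-killing) and DMSO (no toxicity), and curves were fitted and classified.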
MCF10A rereplic – inducers of DNA re-replication in MCF 10A breast cells. MCF 10A DNA re-replication, Hoechst nuclear intensity, 48 h. Potency, µM (titrated, usually from 46.1 µM), inactives show at the top dose activity, positive = re-replication, actives largely listed as activators. 350,000 compounds, 2.9% hits. AID 624296; also: % of control where 0% means no effect; nearly all actives have a fitted effect of over 50% in size
ATXN2 expr inh – ATXN2 expression inhibition. HEK-293 ATXN2-luciferase reporter, luminescence, 24 h. Potency, µM (series often up to 57 µM), without a hit: at the highest dose activity change, negative = inhibition, most hits filed as inhibitors. 360,000 compounds, 0.72% hits. AID 1745845; also: % is scaled to controls: 0 for no effect and ±100 for the full control effect; nearly all actives have a fitted effect of over 55% in size
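qHTS (up to 57 uM final) was run with 24 h compound exposure of reporter cells at 37 °C. Each well was multiplexed: SteadyGlo luminescence measured ATXN2-luciferase expression after a fluorogenic Gly-Phe-AFC viability readout (25 uM final).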
Nrf2 inh – Nrf2 pathway inhibition | AID 504444 | Potency, µM (titrated, usually from 46 µM), without a hit: at the top dose activity change, negative = inhibition, actives largely listed as inhibitors | A549 ARE-Fluc reporter, luciferase luminescence, 18-24 h | 360,000 compounds, 2.1% hits; also: % is scaled to controls: 0 for no effect and ±100 for the full control effect; nearly all actives have a fitted effect of over 60% in size
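In this cell-based qHTS, ARE-driven firefly luciferase in A549 cells reports Nrf2 activity; the luminescent signal after BugLite lysis is the measured value, with a prior CellTiter-Fluor read for cell health.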
EPAC2 antag – blocks human EPAC2 exchange factor | EPAC2 GEF exchange of Rap1B-BODIPY-GDP, fluorescence | Potency, µM (series often up to 114 µM), for the others: top-dose activity, negative = inhibition, usual class: inhibitors | 360,000 compounds, 0.18% hits; also: % is scaled to controls: 0 for no effect and ±100 for the full control effect; nearly all actives have a fitted effect of over 45% in size; many of its hits are not listed in these tables
Target sequence (Q8WZA2 whole entry, looked up): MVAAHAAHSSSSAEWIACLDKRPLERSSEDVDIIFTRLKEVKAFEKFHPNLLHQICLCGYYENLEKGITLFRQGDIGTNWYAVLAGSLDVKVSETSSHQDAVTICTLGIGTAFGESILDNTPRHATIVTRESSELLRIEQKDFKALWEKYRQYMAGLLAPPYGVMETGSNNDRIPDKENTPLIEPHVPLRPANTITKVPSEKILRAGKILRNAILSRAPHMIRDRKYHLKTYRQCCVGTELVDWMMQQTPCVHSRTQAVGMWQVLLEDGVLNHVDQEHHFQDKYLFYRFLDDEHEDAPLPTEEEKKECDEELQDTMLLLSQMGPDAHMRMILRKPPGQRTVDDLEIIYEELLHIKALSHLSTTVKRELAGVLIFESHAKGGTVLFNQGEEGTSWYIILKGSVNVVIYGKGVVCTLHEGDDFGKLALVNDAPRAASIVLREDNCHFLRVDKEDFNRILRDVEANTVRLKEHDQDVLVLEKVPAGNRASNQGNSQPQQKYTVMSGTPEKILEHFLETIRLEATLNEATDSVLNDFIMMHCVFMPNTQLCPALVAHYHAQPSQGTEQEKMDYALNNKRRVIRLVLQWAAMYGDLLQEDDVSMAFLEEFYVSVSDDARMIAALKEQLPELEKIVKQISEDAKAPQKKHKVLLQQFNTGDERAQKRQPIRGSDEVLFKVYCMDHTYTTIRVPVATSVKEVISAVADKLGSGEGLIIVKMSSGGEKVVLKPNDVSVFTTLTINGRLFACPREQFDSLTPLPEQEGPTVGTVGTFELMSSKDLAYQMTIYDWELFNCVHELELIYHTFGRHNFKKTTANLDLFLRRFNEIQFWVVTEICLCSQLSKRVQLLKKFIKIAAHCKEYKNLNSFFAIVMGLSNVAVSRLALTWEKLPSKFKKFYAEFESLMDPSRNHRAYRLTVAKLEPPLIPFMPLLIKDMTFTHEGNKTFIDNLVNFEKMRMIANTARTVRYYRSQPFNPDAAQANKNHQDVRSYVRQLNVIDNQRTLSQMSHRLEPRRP
Active calls of the source: *; i = inactive; u = inconclusive; x = no result given; & = joins results of further samples; [ ] = dose if it differs, or a comment. Calls follow the shape of the dose curve; as a rule, active = well fitted curve in the direction sought with a large enough effect; inconclusive = small, poorly fitted or top-dose-only effect, or another doubt; inactive = no such curve, though single readings can be large; an effect the other way counts as inactive or inconclusive. Potency is read from the fitted curve at half-maximal effect.

item	molecule	TGFb SMAD3 inh	ATXN viability	A549 tox	Nrf2 activator	HepG2 viability
1	Cc1ccc(S(=O)(=O)N(C)C)cc1NC(=S)NC1CCCC(C)C1C (configuration not stated)	-1.0%	i	-9.7%	0.4%	8.9%
2	CC(C)c1ccc(-c2noc(SCC(=O)N3CCCCC3)n2)cc1	1.3%	u	15.0%	4.1%	-13.7%
3	CCn1cc(C(=O)NCCCN2CC(C)CC(C)C2)c2cc(OC)c(OC)cc2c1=O (configuration not stated)	5.0%	i	8.6%	-0.7%	1.0%
4	O=C(O)c1ccc2c(c1)C(=O)N(c1cccc(-c3nc4ccccc4s3)c1)C2=O	-3.3%	i	-5.1%	5.5%	-16.9%
5	CCN(CC)CCOc1ccc(Br)cc1	2.5%	i	0.6%	0.0%	-3.2%
6	O=[N+]([O-])c1ccc(N2CCOCC2)cc1SCc1ccco1	2.1%	i	-1.8%	10.2%	-3.7%
7	COc1ccc(C2C(C(=O)Nc3cccnc3)=C(C)Nc3nc(-c4ccco4)nn32)cc1 (configuration not stated)	-14.7%	i	1.2%	8.0%	-12.0%
8	CCOC(=O)Nc1sc2nc(C)cc(C)c2c1-n1cccc1	0.0%	i	2.3%	3.7%	-18.7%
9	Cc1ccc(OCCNC(=O)CCNS(=O)(=O)c2ccc(C)cc2)cc1	-0.6%	i	1.3%	-0.1%	0.0%
10	CN1CCN(C(=O)CCc2nnc3ccc(N4CCC5(CC4)OCCO5)nn23)CC1	-3.8%	i	-1.6%	-0.9%	0.9%
11	Cc1ccc(C)c(N2CCN(c3nc4ccc(C(=O)c5ccccc5)cc4n4cnnc34)CC2)c1	14.8%	i	0.1%	-0.8%	8.1%
12	CC(=O)Oc1cccc(N2C(=O)C3CC=C(Cl)CC3C2=O)c1 (configuration not stated)	-29.5%	u	-3.7%	-0.6%	-23.2%

item	MCF10A rereplic	ATXN2 expr inh	Nrf2 inh	EPAC2 antag
1	u	-11.9%	u	-4.6%
2	x	0.0%	u	x
3	16.1%	-2.5%	-13.2%	-1.0%
4	u	-26.7%	u	10.3%
5	-3.0%	-10.5%	1.9%	-19.5%
6	28.9%	-8.9%	17.2%	10.6%
7	-2.1%	-0.5%	8.2%	-1.1%
8	26.6%	1.0%	-10.8%	5.1%
9	-2.8%	-11.8%	4.5%	-11.2%
10	-5.6%	x	5.6%	4.1%
11	x	11.9%	8.1%	x
12	-3.9%	-3.5%	8.2%	8.8%

The list goes on; the last four above are carried over.
item	molecule	TGFb SMAD3 inh	ATXN viability	A549 tox	Nrf2 activator	HepG2 viability
9	Cc1ccc(OCCNC(=O)CCNS(=O)(=O)c2ccc(C)cc2)cc1	-0.6%	i	1.3%	-0.1%	0.0%
10	CN1CCN(C(=O)CCc2nnc3ccc(N4CCC5(CC4)OCCO5)nn23)CC1	-3.8%	i	-1.6%	-0.9%	0.9%
11	Cc1ccc(C)c(N2CCN(c3nc4ccc(C(=O)c5ccccc5)cc4n4cnnc34)CC2)c1	14.8%	i	0.1%	-0.8%	8.1%
12	CC(=O)Oc1cccc(N2C(=O)C3CC=C(Cl)CC3C2=O)c1 (configuration not stated)	-29.5%	u	-3.7%	-0.6%	-23.2%
13	CS(=O)(=O)c1ncc(Cl)c(C(=O)Nc2c(C(=O)Nc3ccccc3)oc3ccccc23)n1	18.6%	i	0.0%	-0.2%	6.6%
14	CCOC(=O)CNC(=O)C1CCC(CNS(=O)(=O)c2cccc3nsnc23)CC1 (configuration not stated)	-4.4%	i	3.3%	1.1%	2.1%
15	COc1ccc(C(c2sc3ncnn3c2O)N2CCN(c3ccccc3F)CC2)cc1OC (configuration not stated)	4.4%	i	-1.8%	-0.8%	-20.4%
16	O=C1CC(c2ccc(Cl)cc2)Sc2nc(-c3ccc(F)cc3)nn21 (configuration not stated)	3.1%	i	8.6%	-0.8%	11.5%
17	COc1ccc(OC)c(N2C(N)=NC(N)=NC23CCCC3)c1	22.9%	i	2.7%	0.0%	-3.0%
18	Cc1ccc(C(=O)COC(=O)C(C)N2C(=O)C3C4CCC(C4)C3C2=O)cc1 (configuration not stated)	0.0%	i	-0.9%	0.1%	0.9%
19	COC(=O)c1cc2sccc2n1CC(=O)Nc1ccc(OC)c(OC)c1OC	35.3%	i	15.7%	-0.3%	6.0%
20	CC1CCN(C(=O)c2ccc(CSc3nc4ccncc4n3Cc3ccc(F)cc3)cc2)CC1	u	i	-2.3%	0.4%	-26.3%
21	CC(=O)N1CCN=C1SCc1ccc(C(F)(F)F)cc1	6.9%	i	-1.6%	0.2%	2.0%
22	Fc1ccccc1N1CCN(c2cnc3ccccc3n2)CC1	17.4%	i	-1.8%	3.1%	-12.9%
23	O=C(Cc1ccc(Cl)cc1)Nc1ccc2oc(-c3ccncc3)nc2c1	-2.2%	i	-5.1%	0.3%	-48.0%
24	COc1ccc(/C=C/c2nccc3c2[nH]c2ccccc23)cc1	-10.9%	x	1.4%	x	-39.3%

item	MCF10A rereplic	ATXN2 expr inh	Nrf2 inh	EPAC2 antag
9	-2.8%	-11.8%	4.5%	-11.2%
10	-5.6%	x	5.6%	4.1%
11	x	11.9%	8.1%	x
12	-3.9%	-3.5%	8.2%	8.8%
13	x	0.9%	9.3%	x
14	-5.4%	3.7%	12.9%	-1.9%
15	-0.1%	18.0%	-18.3%	-17.0%
16	x	-6.3%	11.1%	x
17	1.3%	13.2%	21.6%	7.0%
18	13.5%	11.6%	10.9%	5.8%
19	6.5%	11.4%	15.6%	9.7%
20	23.9%	u	u	-10.8%
21	1.5%	x	-1.8%	-10.7%
22	u	17.5%	u	6.3%[57.1 µM]
23	u	-9.8%	u	3.7%
24	x	x	19.5%	x

Later entries.
item	molecule	TGFb SMAD3 inh	ATXN viability	A549 tox	Nrf2 activator	HepG2 viability
25	C[C@H]1CCCCO[C@H](CN(C)Cc2ccncc2)[C@@H](C)CN([C@@H](C)CO)C(=O)c2cc(NS(=O)(=O)c3ccccc3)ccc2O1	-11.2%	u	x	-0.1%	-1.4%
26	Cc1ccc(NC(=S)NCc2ccco2)c(C)c1	-16.6%	i	3.4%	0.3%	-58.1%
27	O=C(Nc1cc(S(=O)(=O)N2CCCCC2)ccc1N1CCCCC1)C1CC1	-9.6%	i	-4.3%	-0.6%	0.2%
28	CNS(=O)(=O)c1cccc(C(=O)OCC(=O)Nc2ccccc2F)c1	-1.8%	i	7.8%	-0.5%	0.6%
29	CCc1cc2c(=O)c(-c3cnn(-c4ccccc4)c3)c(C)oc2cc1OCC(=O)Nc1ccc(F)c(F)c1	-1.7%	i	3.1%	-0.5%	8.0%
30	COc1cc(NC(=S)N2CCCCC2C)c(OC)cc1Cl (configuration not stated)	-10.3%	i	6.5%	1.7%	2.6%
31	CC(=O)c1sc2nc(=O)c(C)nn2c1C	11.6%	i	12.4%	-0.1%	-22.3%
32	Cc1c(CCC(=O)N[C@@H](CCCNC(N)=O)C(=O)O)c(=O)oc2cc3oc4c(c3cc12)CCCC4	11.0%	i	2.1%	-1.4%	0.8%
33	CCOc1ccc(CCNC(=O)CN(C)S(=O)(=O)c2cccs2)cc1OCC	-18.6%	i	4.5%	-0.4%	-37.7%
34	C=CCOC(=O)C1=C[C@H](c2ccc(C(F)(F)F)cc2)C[C@H](OCCCCO)O1	-0.7%	i	-3.4%	4.9%	-27.5%
35	Cc1cccc(NC(=O)C2CCN(S(=O)(=O)c3ccc4c(c3)OCCCO4)CC2)n1	u	i	-14.0%	1.9%	2.6%
36	CC(C)N(Cc1nc(-c2ccc(Cl)cc2)no1)Cc1nccn1C	-22.9%	i	11.9%	0.5%	-30.8%

item	MCF10A rereplic	ATXN2 expr inh	Nrf2 inh	EPAC2 antag
25	x	3.8%	x	6.5%
26	u	17.1%	-6.4%	0.5%
27	15.0%	x	u	-2.3%
28	11.4%	-27.0%	-0.2%	-3.3%
29	u	-5.2%	-6.0%	-11.6%
30	u	x	9.2%	1.8%
31	-9.9%	-1.7%	11.4%	-2.2%
32	-0.7%	-36.1%	u	-7.4%
33	6.3%	2.7%	-6.0%	-5.9%
34	3.0%	-13.0%	-17.4%	-6.4%
35	18.6%	-22.6%	14.6µM*	-4.4%
36	11.0%	-23.8%	0.0%	-2.6%

More records follow.
item	molecule	TGFb SMAD3 inh	ATXN viability	A549 tox	Nrf2 activator	HepG2 viability
37	CC(C)CN1C(=O)C(=O)N(CC(=O)N(C)CC(=O)Nc2ccc(Cl)c(C(F)(F)F)c2)C1=O	-7.8%	i	20.0%	0.0%	-11.7%
38	O=C1OC(/C=C/c2ccc(Cl)cc2)=NC/1=C/c1ccco1	2.0%	i	-0.9%	3.3%	7.1%
39	CC(C)C[C@@H](CO)N1CCN(CC(C)C)CCC1=O	-1.7%&2.6%&-0.3%	i	-0.4%	0.1%	0.2%&-1.3%&8.7%
40	COc1ccc(Cc2c(C3CCCCC3)nc3cc(C)c(Br)c(C)n23)c(C)c1	x	i	x	3.6%	x
41	CCN(CC)C(=O)CSc1nc2cc3c(cc2c(=O)n1CCCCCC(=O)NCCc1ccc(OC)c(OC)c1)OCO3	-11.1%	x	-9.7%	0.3%	-2.5%
42	O=C(O)CCC(=O)N1N=C(c2ccc(Br)cc2)CC1c1cccs1 (configuration not stated)	-1.7%	i	-12.6%	-0.4%[9.22 µM]	-3.0%
43	CCN(CC(=O)NC1CCS(=O)(=O)C1)S(=O)(=O)c1ccccc1Cl (configuration not stated)	15.1%	i	0.3%	-0.5%	9.8%

item	MCF10A rereplic	ATXN2 expr inh	Nrf2 inh	EPAC2 antag
37	u	-17.6%	18.0%	-7.2%
38	-9.5%	6.2%	14.2%	-0.5%
39	-7.8%	0.9%	2.8%	-1.6%
40	x	4.2%	x	8.2%
41	x	x	x	x
42	-7.6%	-0.8%	u	-9.9%
43	0.9%	-2.8%	-5.1%	-0.3%

The list is partial (hit frequency here may not be typical).
